PREPL inhibitor – human PREPL enzyme inhibition; 0.68% of 320,000 active; AID 2751; inhibition, % at 5.96 µM; recombinant PREPL, fluorescence polarization activity-based probe; Q4J6C6; in the data active = inhibition above about 43%;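 also: 0% = enzyme with DMSO and 100% = wells lacking enzyme; many of its hits are not listed in these tables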
EBNA-1 inhibitor – blocks EBNA-1 binding to DNA; EBNA-1 DNA binding, fluorescence polarization; inhibition, % at 14.8 µM; 0.34% of 300,000 active; in the data active = inhibition above about 28%
PAFAH1B2 FP inh – blocks human PAF acetylhydrolase 1b catalytic subunit 2; inhibition, % at 3.39 µM; recombinant PAFAH1B2, FP-rhodamine activity probe, fluorescence polarization; P68402; 1.2% of 340,000 active;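 active = inhibition above the mean of all tested compounds plus 3 SD, cut at about 24% in these data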;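 also: 0% = enzyme with DMSO and 100% = wells lacking PAFAH1B2; many of its hits are not listed in these tables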
Target sequence (P68402 whole entry, looked up): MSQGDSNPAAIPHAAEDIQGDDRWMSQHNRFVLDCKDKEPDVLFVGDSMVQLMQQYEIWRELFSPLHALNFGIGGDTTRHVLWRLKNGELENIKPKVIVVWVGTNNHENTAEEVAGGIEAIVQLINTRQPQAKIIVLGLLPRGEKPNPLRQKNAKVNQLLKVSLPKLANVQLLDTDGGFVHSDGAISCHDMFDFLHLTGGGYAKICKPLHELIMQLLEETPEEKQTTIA
ZTA DNA inh – blocks Epstein-Barr virus ZTA, an EBNA-1 counter-screen; AID 2234; inhibition, % at 11 µM; P03206; ZTA-DNA binding, fluorescence polarization; 0.15% of 320,000 active; in the data active = inhibition above about 33%
LYPLA2 inh – LYPLA2 (human) inhibition in PME1 counter-screen | O95372 | recombinant LYPLA2, FP-Rh probe fluorescence polarization | inhibition, % at 5.9 µM | 0.38% of 320,000 active | AID 2177;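 active = inhibition above the screen-wide mean plus 3 SD, limit set per campaign, cut at about 26% in these data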;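 also: 0% = LYPLA2 with DMSO and 100% = wells lacking LYPLA2 enzyme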
PAFAH2 FP inh – inhibitors of human PAFAH2 | Q99487 | AID 492956 | recombinant PAFAH2, FP-rhodamine activity probe, fluorescence polarization | inhibition, % at 3.39 µM | 0.99% of 340,000 active;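 active = inhibition above the mean over all tested compounds plus 3 SD, cut at about 30% in these data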;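 also: inhibitors block probe labeling of enzyme so polarization drops; 0% = enzyme with DMSO and 100% = wells lacking PAFAH2 protein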
LYPLA1 counter – counter-screen for PME1 inhibitors: inhibitors of human LYPLA1. O75608. recombinant LYPLA1, FP-Rh probe fluorescence polarization. inhibition, % at 5.9 µM. 0.16% of 320,000 active;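 active = inhibition above the mean of all tested compounds plus 3 SD, set per campaign, cut at about 14% in these data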;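 also: inhibitors block serine hydrolase probe labeling of LYPLA1 so polarization falls; 0% = enzyme with DMSO and 100% = wells lacking LYPLA1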
PAFAH1B3 FP inh – PAFAH1B3 (human) inhibition; recombinant PAFAH1B3, FP-rhodamine probe, fluorescence polarization; inhibition, % at 3.39 µM; 0.28% of 340,000 active;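 active = inhibition above the screen-wide average of all tested compounds plus 3 SD, cut at about 25% in these data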;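 also: 0% = enzyme with DMSO only and 100% = wells lacking PAFAH1B3 protein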
Target sequence (Q15102 whole entry, looked up): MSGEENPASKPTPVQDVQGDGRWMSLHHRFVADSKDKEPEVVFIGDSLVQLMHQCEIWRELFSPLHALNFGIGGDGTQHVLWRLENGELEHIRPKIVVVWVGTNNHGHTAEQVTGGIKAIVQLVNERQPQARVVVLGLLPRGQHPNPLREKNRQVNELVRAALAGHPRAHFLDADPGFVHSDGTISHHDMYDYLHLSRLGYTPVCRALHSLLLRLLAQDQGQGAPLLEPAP
pPAFAH FP inh – inhibitors of human plasma PAF acetylhydrolase (pPAFAH). AID 463082. recombinant pPAFAH, FP-rhodamine probe fluorescence polarization. Q13093. 1.5% of 330,000 active. inhibition, % at 3.39 µM;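 active = inhibition above the mean inhibition across the screen plus 3 SD, cut at about 25% in these data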;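 also: inhibitors block binding of the rhodamine activity-based probe so polarization drops; 0% = enzyme with DMSO and 100% = wells lacking pPAFAH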
Target sequence (Q13093 whole entry, looked up): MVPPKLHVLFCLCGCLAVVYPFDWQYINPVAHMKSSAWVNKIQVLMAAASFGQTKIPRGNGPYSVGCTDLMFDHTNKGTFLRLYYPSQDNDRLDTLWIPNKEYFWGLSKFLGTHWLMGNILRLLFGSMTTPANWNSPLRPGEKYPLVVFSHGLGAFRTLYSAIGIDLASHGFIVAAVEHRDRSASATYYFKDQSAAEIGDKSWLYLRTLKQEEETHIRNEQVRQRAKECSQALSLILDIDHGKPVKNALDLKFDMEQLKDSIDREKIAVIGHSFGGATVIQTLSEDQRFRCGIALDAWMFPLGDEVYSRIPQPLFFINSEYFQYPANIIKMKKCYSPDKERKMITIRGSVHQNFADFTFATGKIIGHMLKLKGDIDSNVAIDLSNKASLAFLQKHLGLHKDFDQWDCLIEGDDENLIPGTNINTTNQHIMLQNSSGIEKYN
Numbers without * were called inactive.

Results for O=C(C1=C[C@H](c2csc3ccccc23)C[C@H](OCc2ccc(CO)cc2)O1)N1CCN(Cc2ccccc2)CC1 ?
PREPL inhibitor: -11; EBNA-1 inhibitor: 2; PAFAH1B2 FP inh: 5; ZTA DNA inh: -19; LYPLA2 inh: 2; PAFAH2 FP inh: -7; LYPLA1 counter: -5; PAFAH1B3 FP inh: -16; pPAFAH FP inh: 5

What do the screens show for `Cc1ccc(-n2c(N)c(C(=O)N3CCN(C)CC3)sc2=S)cc1`?
PREPL inhibitor: 6; EBNA-1 inhibitor: -6; PAFAH1B2 FP inh: 1; ZTA DNA inh: -11; LYPLA2 inh: 4; PAFAH2 FP inh: 4; LYPLA1 counter: 1; PAFAH1B3 FP inh: 9; pPAFAH FP inh: 1

What do the screens show for `O=C(O)C1CCC(CNCc2ccccc2Cl)CC1` (centres undefined)?
PREPL inhibitor: 3; EBNA-1 inhibitor: -1; PAFAH1B2 FP inh: 10; ZTA DNA inh: -25; LYPLA2 inh: -3; PAFAH2 FP inh: -14; LYPLA1 counter: 1; PAFAH1B3 FP inh: 12; pPAFAH FP inh: 0

How did Cn1cccc1C(=O)NC1CCCCC1 do in these assays?
PREPL inhibitor: 8; EBNA-1 inhibitor: 1; PAFAH1B2 FP inh: 4; ZTA DNA inh: -5; LYPLA2 inh: -2; PAFAH2 FP inh: -2; LYPLA1 counter: -1; PAFAH1B3 FP inh: -1; pPAFAH FP inh: -14

How did CSc1cccc(NC(=O)/C=C/c2cccc(Cl)c2)c1 do in these assays?
PREPL inhibitor: 18; EBNA-1 inhibitor: -4; PAFAH1B2 FP inh: -9; ZTA DNA inh: -3; LYPLA2 inh: -51; PAFAH2 FP inh: -29; LYPLA1 counter: -31; PAFAH1B3 FP inh: -15; pPAFAH FP inh: -6

Results for O=C(NCCN1C(=O)S/C(=C\c2cccnc2)C1=O)c1cc(S(=O)(=O)N2CCOCC2)ccc1F ?
PREPL inhibitor: -9; EBNA-1 inhibitor: -6; PAFAH1B2 FP inh: 2; ZTA DNA inh: -6; LYPLA2 inh: 2; PAFAH2 FP inh: -17; LYPLA1 counter: 1; PAFAH1B3 FP inh: 6; pPAFAH FP inh: 9

What do the screens show for `Cc1ccc2[nH]c(C(=O)N3CCC(C(N)=O)CC3)cc2c1`?
PREPL inhibitor: 6; EBNA-1 inhibitor: 7; PAFAH1B2 FP inh: 5; ZTA DNA inh: 2; LYPLA2 inh: -5; PAFAH2 FP inh: 3; LYPLA1 counter: -1; PAFAH1B3 FP inh: 0; pPAFAH FP inh: -1

How did CCn1c(SCC(=O)NNC(=O)Cc2ccccc2)nnc1-c1ccccc1 do in these assays?
PREPL inhibitor: -6; EBNA-1 inhibitor: 2; PAFAH1B2 FP inh: 3; ZTA DNA inh: -5; LYPLA2 inh: 11; PAFAH2 FP inh: 8; LYPLA1 counter: 4; PAFAH1B3 FP inh: 5; pPAFAH FP inh: 6

What do the screens show for `Cc1cc(NC(=S)N(CCCN2CCN(C)CC2)Cc2ccco2)ccc1Cl`?
PREPL inhibitor: 20; EBNA-1 inhibitor: -8; PAFAH1B2 FP inh: 4; ZTA DNA inh: 0; LYPLA2 inh: 1; PAFAH2 FP inh: -1; LYPLA1 counter: 0; PAFAH1B3 FP inh: 9; pPAFAH FP inh: -3

What do the screens show for `Cc1cccc(OCC(=O)NCC(c2cccs2)N2CCOCC2)c1` (centres undefined)?
PREPL inhibitor: 9; EBNA-1 inhibitor: -3; PAFAH1B2 FP inh: 3; ZTA DNA inh: 0; LYPLA2 inh: 4; PAFAH2 FP inh: 4; LYPLA1 counter: 3; PAFAH1B3 FP inh: 1; pPAFAH FP inh: 5

Results for COc1ccc(N2CCN(Cc3cc(=O)oc4ccc(Cl)cc34)CC2)cc1 ?
PREPL inhibitor: 10; EBNA-1 inhibitor: 7; PAFAH1B2 FP inh: -1; ZTA DNA inh: -3; LYPLA2 inh: 7; PAFAH2 FP inh: -6; LYPLA1 counter: 3; PAFAH1B3 FP inh: 3; pPAFAH FP inh: 0

What do the screens show for `COc1ccc(-c2nc(-c3cccnc3)no2)cc1OC`?
PREPL inhibitor: 0; EBNA-1 inhibitor: 2; PAFAH1B2 FP inh: -1; ZTA DNA inh: 3; LYPLA2 inh: -1; PAFAH2 FP inh: 1; LYPLA1 counter: -1; PAFAH1B3 FP inh: 3; pPAFAH FP inh: 5

What do the screens show for `COC(=O)c1c(C)[nH]c(C(=O)COC(=O)c2c(C)noc2C)c1C`?
PREPL inhibitor: 2; PAFAH1B2 FP inh: -2; ZTA DNA inh: 8; LYPLA2 inh: 3; PAFAH2 FP inh: 1; LYPLA1 counter: 1; PAFAH1B3 FP inh: 2; pPAFAH FP inh: 2

What do the screens show for `COc1ccccc1NC(=O)C(=O)NCC1CCCN1S(=O)(=O)c1cccs1` (centres undefined)?
PREPL inhibitor: 11; EBNA-1 inhibitor: 3; PAFAH1B2 FP inh: -2; ZTA DNA inh: -13; LYPLA2 inh: 0; PAFAH2 FP inh: 0; LYPLA1 counter: 0; PAFAH1B3 FP inh: -2; pPAFAH FP inh: 3

Results for Cc1cc(=O)n(Cc2ccc(OC(C)C)cc2)c(=S)[nH]1 ?
PREPL inhibitor: -1; EBNA-1 inhibitor: 3; PAFAH1B2 FP inh: 1; ZTA DNA inh: -3; LYPLA2 inh: -2; PAFAH2 FP inh: -7; LYPLA1 counter: 3; PAFAH1B3 FP inh: -1; pPAFAH FP inh: 2

Results for O=c1[nH]c(/C=C\c2cccc(F)c2)nc(O)c1[N+](=O)[O-] ?
PREPL inhibitor: -12; EBNA-1 inhibitor: 1; PAFAH1B2 FP inh: 18; ZTA DNA inh: -2; LYPLA2 inh: 3; PAFAH2 FP inh: 0; LYPLA1 counter: -1; PAFAH1B3 FP inh: 4; pPAFAH FP inh: 3

What do the screens show for `COc1ccc(N2CCN(S(=O)(=O)Cc3ccccc3)CC2)cc1`?
PREPL inhibitor: 8; EBNA-1 inhibitor: -1; PAFAH1B2 FP inh: 5; ZTA DNA inh: -6; LYPLA2 inh: 6; PAFAH2 FP inh: -11; LYPLA1 counter: 2; PAFAH1B3 FP inh: 3; pPAFAH FP inh: 1

What do the screens show for `C/C(=N\Nc1ccccn1)c1ccc2c(c1)OCO2`?
PREPL inhibitor: 6; EBNA-1 inhibitor: 5; PAFAH1B2 FP inh: 9; ZTA DNA inh: 8; LYPLA2 inh: -1; PAFAH2 FP inh: 1; LYPLA1 counter: 2; PAFAH1B3 FP inh: 3; pPAFAH FP inh: 5

What do the screens show for `Cc1cccc(CSc2nnc(N)n2-c2ccccc2)c1`?
PREPL inhibitor: 28; EBNA-1 inhibitor: -6; PAFAH1B2 FP inh: 0; ZTA DNA inh: -19; LYPLA2 inh: 2; PAFAH2 FP inh: 13; LYPLA1 counter: 1; PAFAH1B3 FP inh: 8; pPAFAH FP inh: 5

What do the screens show for `Cc1cccc2cc(COC(=O)C3CCCCC3)c(=O)[nH]c12`?
PREPL inhibitor: -7; EBNA-1 inhibitor: 11; PAFAH1B2 FP inh: 4; ZTA DNA inh: -7; LYPLA2 inh: 9; PAFAH2 FP inh: 8; LYPLA1 counter: 4; PAFAH1B3 FP inh: 5; pPAFAH FP inh: 0

What do the screens show for `O=C(O)c1ccc2oc(=O)c(S(=O)(=O)c3ccc(F)cc3)cc2c1`?
PREPL inhibitor: 10; EBNA-1 inhibitor: -19; PAFAH1B2 FP inh: 32*; ZTA DNA inh: -8; LYPLA2 inh: -5; PAFAH2 FP inh: 45*; LYPLA1 counter: -1; PAFAH1B3 FP inh: -3; pPAFAH FP inh: -2

Results for CSc1nncc(/C(C)=N\Nc2ccccc2)n1 ?
PREPL inhibitor: 8; EBNA-1 inhibitor: -1; PAFAH1B2 FP inh: 3; ZTA DNA inh: 14; LYPLA2 inh: 0; PAFAH2 FP inh: 7; LYPLA1 counter: -1; PAFAH1B3 FP inh: 3; pPAFAH FP inh: 3

What do the screens show for `COc1ccc(C(=O)N(C)C(C)c2ccon2)cc1OC1CCN(C(C)C)CC1` (centres undefined)?
PREPL inhibitor: 8; EBNA-1 inhibitor: 1; PAFAH1B2 FP inh: -4; ZTA DNA inh: -16; LYPLA2 inh: 6; PAFAH2 FP inh: -12; LYPLA1 counter: 1; PAFAH1B3 FP inh: 6; pPAFAH FP inh: 3

Results for COc1ccc(NCc2cc3ccccc3[nH]c2=O)cc1 ?
PREPL inhibitor: 20; EBNA-1 inhibitor: -2; PAFAH1B2 FP inh: 5; ZTA DNA inh: -4; LYPLA2 inh: 2; PAFAH2 FP inh: 9; LYPLA1 counter: -1; PAFAH1B3 FP inh: -4; pPAFAH FP inh: 6

How did CC(=O)c1cccc(S(=O)(=O)N2CCn3cccc3C2C)c1 (centres undefined) do in these assays?
PREPL inhibitor: 13; PAFAH1B2 FP inh: 2; ZTA DNA inh: -19; LYPLA2 inh: 6; PAFAH2 FP inh: 3; LYPLA1 counter: 2; PAFAH1B3 FP inh: 0; pPAFAH FP inh: 6

What do the screens show for `CCN(CC)C(=O)[C@H]1CC(CC(=O)NCCCn2ccnc2)C(=O)N2CCc3c([nH]c4ccccc34)[C@]12C` (some centres undefined)?
PREPL inhibitor: 17; PAFAH1B2 FP inh: 3; PAFAH2 FP inh: -2; PAFAH1B3 FP inh: 5; pPAFAH FP inh: -2

What do the screens show for `COc1ccccc1CN=c1c([N+](=O)[O-])nn(-c2ccc3c(c2)OCCO3)n1O`?
PREPL inhibitor: 3; EBNA-1 inhibitor: 1; PAFAH1B2 FP inh: 12; ZTA DNA inh: 25; LYPLA2 inh: -1; PAFAH2 FP inh: 12; LYPLA1 counter: -1; PAFAH1B3 FP inh: 3; pPAFAH FP inh: 10

How did NC(=O)c1cc([N+](=O)[O-])ccc1NCc1cnccn1 do in these assays?
PREPL inhibitor: -6; EBNA-1 inhibitor: -1; PAFAH1B2 FP inh: -1; ZTA DNA inh: -7; LYPLA2 inh: -4; PAFAH2 FP inh: 2; LYPLA1 counter: -2; PAFAH1B3 FP inh: -4; pPAFAH FP inh: -2

How did O=C(NCCCNC(=O)c1cc(Cl)ccc1Cl)c1ccccn1 do in these assays?
PREPL inhibitor: 7; EBNA-1 inhibitor: -8; PAFAH1B2 FP inh: 0; ZTA DNA inh: -6; LYPLA2 inh: -8; PAFAH2 FP inh: -1; LYPLA1 counter: -2; PAFAH1B3 FP inh: 2; pPAFAH FP inh: -6

What do the screens show for `CCOc1cc(C(=O)Nc2cc(C)on2)cc(OCC)c1OCC`?
PREPL inhibitor: -7; EBNA-1 inhibitor: -7; PAFAH1B2 FP inh: 0; ZTA DNA inh: -6; LYPLA2 inh: 2; PAFAH2 FP inh: -1; LYPLA1 counter: 1; PAFAH1B3 FP inh: -4; pPAFAH FP inh: 1

Results for COc1ccccc1CNC(=O)C1CCCN1S(=O)(=O)c1cccc2cccnc12 (centres undefined) ?
PREPL inhibitor: -1; EBNA-1 inhibitor: 9; PAFAH1B2 FP inh: 3; ZTA DNA inh: 21; LYPLA2 inh: 5; PAFAH2 FP inh: 4; LYPLA1 counter: 0; PAFAH1B3 FP inh: 4; pPAFAH FP inh: 3

How did CC(C)CNC(=O)C1CCN(S(=O)(=O)c2ccc(-n3cnnn3)cc2)CC1 do in these assays?
PREPL inhibitor: -1; EBNA-1 inhibitor: 1; PAFAH1B2 FP inh: -3; ZTA DNA inh: 2; LYPLA2 inh: -1; PAFAH2 FP inh: 5; LYPLA1 counter: -3; PAFAH1B3 FP inh: 6; pPAFAH FP inh: 0

What do the screens show for `Cc1cc(C)c(S(=O)(=O)N2CCN(C(=O)CN3C(=O)NC4(CCCC4)C3=O)CC2)c(C)c1`?
PREPL inhibitor: 1; EBNA-1 inhibitor: 4; PAFAH1B2 FP inh: 2; ZTA DNA inh: -5; LYPLA2 inh: 2; PAFAH2 FP inh: -5; LYPLA1 counter: -1; PAFAH1B3 FP inh: -1; pPAFAH FP inh: 2

Not all compounds are listed. The share of hits here may be higher or lower than overall.
